Assay outcomes deposited in PubChem by several laboratories.
M1 PAM: positive allosteric modulators of human M1 muscarinic receptor; P11229; CHO-K1 hM1, Fluo-8 calcium fluorescence, ACh EC20; 0% = ACh EC20, 100% = maximal ACh; activation, % at 3 µM; actives 0.088% (n = 360,000); in the data active means activation above about 19%, passing the limit was not always enough
Target sequence (P11229 whole entry, looked up): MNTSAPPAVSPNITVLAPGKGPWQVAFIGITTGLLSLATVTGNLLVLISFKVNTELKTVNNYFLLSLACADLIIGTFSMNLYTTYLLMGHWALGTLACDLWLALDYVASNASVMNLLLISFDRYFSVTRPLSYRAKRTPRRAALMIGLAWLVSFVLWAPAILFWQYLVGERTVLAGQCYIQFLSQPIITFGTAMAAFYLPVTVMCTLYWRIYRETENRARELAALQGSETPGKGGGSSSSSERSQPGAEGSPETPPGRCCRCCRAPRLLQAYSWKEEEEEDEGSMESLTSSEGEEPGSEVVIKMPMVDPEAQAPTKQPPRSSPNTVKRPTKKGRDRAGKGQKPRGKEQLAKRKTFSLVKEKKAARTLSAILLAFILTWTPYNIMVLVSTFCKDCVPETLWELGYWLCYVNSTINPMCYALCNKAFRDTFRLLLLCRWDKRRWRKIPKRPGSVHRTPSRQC
CRFR2-BP ag: CRF-BP/CRF-R2 complex agonism; AID 588473; HEK293 CRF-R2/CRF-BP, calcium dye fluorescence (FLIPR); percent of saturating CRF peptide response; actives 0.46% (n = 350,000); activation, % at 13.2 µM;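 active means activation of at least 50%, plus an integration ratio under a set limit after plate pattern correction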;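 further: plate controls were neutral control wells without compound for no effect and CRF at EC100 for full effect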
CHRM5 agonist: CHRM5 agonism in calcium assay | AID 624037 | activation, % at 3 µM | CHO-K1 hM5 cells, Fluo-8 calcium fluorescence; 0% DMSO wells, 100% maximal acetylcholine response | actives 0.19% (n = 360,000) | P08912;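 active means activation above the run's mean over test compounds plus 3 SD, cut at about 23% in these data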;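 further: signal is peak over basal fluorescence ratio across the kinetic read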
Target sequence (P08912 whole entry, looked up): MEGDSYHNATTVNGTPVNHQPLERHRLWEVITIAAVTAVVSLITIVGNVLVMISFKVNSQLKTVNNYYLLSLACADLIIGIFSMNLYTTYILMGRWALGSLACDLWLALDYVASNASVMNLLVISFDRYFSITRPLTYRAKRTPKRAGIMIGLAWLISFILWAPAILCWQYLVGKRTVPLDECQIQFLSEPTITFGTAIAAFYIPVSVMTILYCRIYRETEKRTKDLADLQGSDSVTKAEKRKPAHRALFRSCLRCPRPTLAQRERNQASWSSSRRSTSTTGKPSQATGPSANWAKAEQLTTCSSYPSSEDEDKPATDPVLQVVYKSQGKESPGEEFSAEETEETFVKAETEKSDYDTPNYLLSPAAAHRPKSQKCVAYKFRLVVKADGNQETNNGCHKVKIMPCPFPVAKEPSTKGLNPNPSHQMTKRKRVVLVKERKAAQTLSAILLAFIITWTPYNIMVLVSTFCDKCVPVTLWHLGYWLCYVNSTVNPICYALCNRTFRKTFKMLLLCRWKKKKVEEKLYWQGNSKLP
CHRM1 antagonist: antagonists of human M1 muscarinic receptor; P11229; CHO-K1 hM1, Fluo-8 calcium fluorescence, ACh EC80 antagonist; inhibition, % at 3 µM; actives 1.3% (n = 360,000); AID 588852;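 active means percent inhibition above its own plate's cutoff, namely the mean of that plate's compound wells plus 3 SD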;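 further: peak over basal fluorescence ratio during 140 s after agonist addition; 0% = ACh EC80 plus DMSO and 100% = DMSO alone without agonist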
CHRM5 PAM: potentiates acetylcholine response at human M5 receptor | P08912 | CHO-K1 hM5, Fluo-8 calcium, ACh EC20 PAM; 0% = ACh EC20, 100% = ACh EC100 | activation, % at 3 µM | actives 0.3% (n = 360,000) | AID 624038;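 active means activation above the run cutoff, the mean activation of all test compounds plus 3 SD, cut at about 18% in these data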
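Assay system: CHO-K1 hM5 cells. Also added: acetylcholine at EC20 concentration, added after compound. Dosing: 3 µM, single dose. Times: compound preincubation 140 s before EC20 acetylcholine addition. Signal: Fluo-8 calcium fluorescence. Measure: % activation relative to EC20 and EC100 ACh responses. Repeats: singlicate, one well per test compound.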
M4 PAM: potentiates acetylcholine response at human M4 receptor. P08173. AID 624126. activation, % at 3 µM. actives 0.4% (n = 360,000). CHO-K1 hM4/Gqi5, Fluo-8 calcium fluorescence, ACh EC20; 0% = ACh EC20, 100% = maximal ACh;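 active means activation above its plate's cutoff, the mean activation of sample wells plus 3 SD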; further: some results filed as inactive read as strong as hits
CHRM4 antagonist: antagonists of human muscarinic M4 receptor (CHRM4) | inhibition, % at 3 µM | actives 0.73% (n = 360,000) | CHO-hM4 cells, ACh EC80, Fluo-8 calcium fluorescence | P08173;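 active means inhibition above its plate's cutoff, the mean inhibition of sample wells plus 3 SD, cut at about 27% in these data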;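 further: 0% = acetylcholine EC80 with DMSO and 100% = DMSO without agonist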
M5 antag: antagonists of human muscarinic M5 receptor (CHRM5); P08912; CHO-hM5 cells, Fluo-8 calcium fluorescence, ACh EC80; inhibition, % at 3 µM; actives 0.59% (n = 360,000); AID 624040;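 active means inhibition above a per-plate cutoff, the mean of that plate's test compounds plus 3 SD, cut at about 27% in these data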;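 further: 0% = acetylcholine EC80 with DMSO and 100% = DMSO without agonist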
M4 ag: CHRM4 agonism in calcium assay; P08173; CHO-K1 hM4/Gqi5, Fluo-8 calcium fluorescence; vehicle 0%, full acetylcholine response 100%; activation, % at 3 µM; actives 0.14% (n = 360,000); AID 624127;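 active means activation above the run mean over all test wells plus 3 SD, cut at about 32% in these data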;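 further: peak over basal fluorescence ratio per well then scaled between controls; 0% = DMSO wells and 100% = acetylcholine at EC100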
The depositor's hits bear a star; . = not tested or not shown. No enrichment for hits. Share with any hit: about 2.8%.

SMILES	M1 PAM	CRFR2-BP ag	CHRM5 agonist	CHRM1 antagonist	CHRM5 PAM	M4 PAM	CHRM4 antagonist	M5 antag	M4 ag
COCC1CCN(Cc2c(C(=O)N3CCN(C4CCCCC4)CC3)nc3ccccn23)C1 (centres undefined)	5	0.8	-4	-7	-4	-1	-10	2	7
COc1ccc(N(C(=O)c2cnsn2)C(C(=O)NC2CCCCC2)c2ccncc2)cc1 (centres undefined)	6	-1.1	-4	-10	9	9	-10	-11	1
CN(C(=O)c1cc(S(=O)(=O)N2CCOCC2)cs1)c1ccccc1	7	3.8	-2	-5	-5	-3	5	14	1
CCOC(=O)N1CCN(C(=O)CC(C(=O)N2CCc3ccccc32)n2ccnc2)CC1 (centres undefined)	15	-4.6	5	-13	4	24	-4	-5	-2
O=Cc1cn(CCOc2ccccc2)c2ccccc12	10	-0.1	1	-8	3	-1	7	-3	6
CN1CCN(C(c2ccc(Cl)cc2)c2cc(Cl)c3cccnc3c2O)CC1 (centres undefined)	1	2.1	-1	1	6	3	18	4	7
O=C(CN(CC1CCCO1)C(=O)CCC(=O)Nc1ccccn1)NCc1ccccc1 (centres undefined)	5	-0.2	-5	-5	7	0	-5	7	1
Cc1[nH]c2ccccc2c1C(=O)C(=O)N1CCOCC1	6	1.2	1	-18	3	-3	3	-5	1
Cc1[nH][nH]c(=O)c1C(c1c(C)[nH][nH]c1=O)c1cn(C)c2ccccc12	11	0.5	-3	3	0	-4	5	-6	0
COc1ccccc1CN1CCC(n2nccc2NC(=O)c2ccccc2Cl)CC1	-1	-1.3	-8	-1	1	-1	-2	4	3
CN1CCN(c2ccc(NC(=O)c3ccc(C(F)(F)F)cc3)cn2)CC1	-2	10	-18	5	7	-1	-9	8	1
CCOC(=O)c1ccc(-n2ncc(C(=O)OCC)c2N)cc1	2	-1.5	-1	-21	7	15	-16	-9	2
Cc1c(C(N)=O)sc2ncn(CC(=O)NCCc3ccccc3)c(=O)c12	8	-0.6	3	-3	4	-3	6	1	1
C[C@H]1CN([C@@H](C)CO)C(=O)c2cc(NC(=O)Nc3cccc4ccccc34)ccc2O[C@@H]1CN(C)Cc1ccc(-c2ccccc2)cc1	4	1.6	2	-4	8	5	-3	1	-1
CCCC1(c2ccccc2)NC(=O)N(CC(=O)NCC2COc3ccccc3O2)C1=O (centres undefined)	1	-0.2	2	1	1	-4	5	3	1
CCc1ccc(CN(C(=O)c2cccs2)C2CCS(=O)(=O)C2)cc1 (centres undefined)	-5	0.0	-1	19	10	7	-8	-9	2
Cc1onc(-c2ccccc2Cl)c1C(=O)Nc1nc2ccc(S(C)(=O)=O)cc2s1	5	7.4	4	-8	-12	-3	-3	8	10
Cc1cc(NC(=O)CCC(=O)N(c2ccccc2C)C(C(=O)NC2CCCC2)c2ccccc2)no1 (centres undefined)	11	-1.6	-1	10	6	-3	-24	-3	1
C=CCCCCCCCCC(=O)Nc1c[nH]c(=O)[nH]c1=O	4	0.0	0	-1	3	8	-1	-11	2
CC(C)(C)c1ccc(-c2n[nH]c(=S)n2Cc2ccccc2)cc1	-4	-1.2	-7	4	-5	-9	1	1	-2
O=S1(=O)CC/C(=N\Nc2ccccc2)c2ccsc21	5	-1.2	3	-6	8	9	-22	-16	3
COC(=O)c1cccc(NC(=S)Nc2cccc(Cl)c2C)c1	6	0.9	1	-6	-1	1	3	-5	1
CCCCNC(=S)N=Nc1c(O)n(Cc2ccccc2)c2ccccc12	-8	-2.5	-2	6	-5	-4	4	2	0
Cc1cc(C(=O)COC(=O)c2cccnc2Cl)c(C)n1C	9	-0.4	0	-5	1	4	5	4	1
CC(C(=O)OCC(=O)Nc1cccc(S(=O)(=O)N2CCOCC2)c1)N1C(=O)c2ccccc2C1=O (centres undefined)	2	-0.2	3	4	-9	-6	5	6	8

Further entries.
SMILES	M1 PAM	CRFR2-BP ag	CHRM5 agonist	CHRM1 antagonist	CHRM5 PAM	M4 PAM	CHRM4 antagonist	M5 antag	M4 ag
C=CCNc1cnn(-c2ccccc2)c(=O)c1Cl	4	4.3	-2	-8	-7	-4	-17	-3	1
CCCCC(=O)Nc1ccc(NC(=O)c2ccc(C)c([N+](=O)[O-])c2)cc1OC	7	1.6	-2	-3	-3	0	-11	5	3
CCOC(=O)c1c(C)n(C)c2ccc(OC)c(NC(=O)CN3CCCCC3)c12	0	-1.8	-6	3	-8	-3	-2	0	1
Cc1ccc(S(=O)(=O)N/N=C/c2ccc(O)cc2O)cc1[N+](=O)[O-]	-2	-0.7	5	-23	-7	4	0	4	1
C[C@H](O)[C@@H]1CN2CCc3c([nH]c4ccccc34)[C@@H]2C[C@@H]1N(C)Cc1cc(Cl)cc(Cl)c1	-5	0.7	1	-3	-3	-10	5	1	0
CCOC(=O)N1CCC(NC(=O)CCc2c(C)nc3c(c(C)nn3-c3ccccc3)c2C)CC1	10	-3.8	0	-5	-5	7	-6	9	-1
CCOc1ccc(OCCC(=O)OCC(=O)Nc2cc(S(=O)(=O)N3CCOCC3)ccc2C)cc1	5	-3.2	3	0	1	2	-7	4	0
Cn1c(=O)c(C(=O)NCc2ccccc2Cl)c(O)c2ccccc21	8	1.4	-2	-13	2	-2	-1	19	0
COCc1ccc(C(=O)N(C)C2CCCN(Cc3ccccc3F)C2)o1 (centres undefined)	-22	-0.5	-8	90*	4	0	1	-6	0
O=C(c1cccc(Br)c1)N1CCN(S(=O)(=O)N2CCCCC2)CC1	6	3.4	2	-10	0	1	-12	-2	3
CCOC(=O)C1(C(=O)OCC)C(C)CC(=O)N1c1ccccc1OC (centres undefined)	10	-1.0	1	-17	1	5	-7	-5	0
Cn1ncc2c(Nc3cccc(C(=O)O)c3)ncnc21	1	-1.1	3	4	2	5	1	-3	0
O=C(Nc1ccccc1N1CCOCC1)c1cc(F)cc(F)c1	6	-3.3	8	-9	1	6	-1	2	1
CCCCc1ccc(N2C(=O)[C@@H]3C(CC(N)=O)NC4(C(=O)Nc5ccc(F)cc54)[C@@H]3C2=O)cc1 (some centres undefined)	5	-0.7	3	2	2	9	-12	-1	0
Cc1sc2nc(CSc3cccc(C(F)(F)F)c3)[nH]c(=O)c2c1C	2	-0.5	0	-4	3	12	5	2	0
O=C(CCCNC(=O)c1ccc(Cl)cc1)Nc1ccccc1C(F)(F)F	2	-3.5	-4	-8	-3	2	-10	2	2
CCOc1cc(/C=N/NC(=O)C2CC2)ccc1OC(C)C	-2	-0.8	0	3	-1	-1	-5	9	0
CC(C)C(=O)N(Nc1nc2ccccc2s1)C(=O)C(C)C	1	-1.4	0	2	0	-2	4	12	1
Cc1ccc(SCCC(=O)OCC(=O)Nc2ncc(Cl)cc2Cl)cc1	6	0.8	0	-5	-4	2	3	-7	0
COc1ccc(F)cc1Cn1nc(C(=O)O)c2ccccc2c1=O	1	0.0	-1	6	1	-6	10	8	1
Cc1ccc(C(=O)N(CCCN(C)C)c2nc3ccc(Cl)cc3s2)cc1C	-8	2.1	-13	17	-17	-6	8	9	21
CSC1=NCCN1C(=O)c1ccc(S(=O)(=O)N2CCCCC2)cc1	6	11	3	-10	-5	6	-16	-3	2
Cc1nnc(SCC(=O)Nc2cccc([N+](=O)[O-])c2)n1CC1CCCO1 (centres undefined)	4	-2.2	0	-2	4	-3	-3	-5	1
Cc1cc(-c2ccccc2)nc2cc(C(=O)NCc3ccco3)nn12	11	0.1	-2	-21	-2	1	5	0	0
CS/C(N)=N/N=C/c1ccc2c(c1)OCO2	4	-2.1	-1	-7	-2	-2	-8	16	1

5 of the compounds above, with the structure last.
M1 PAM | CRFR2-BP ag | CHRM5 agonist | CHRM1 antagonist | CHRM5 PAM | M4 PAM | CHRM4 antagonist | M5 antag | M4 ag | SMILES
10 | -1.0 | 1 | -17 | 1 | 5 | -7 | -5 | 0 | CCOC(=O)C1(C(=O)OCC)C(C)CC(=O)N1c1ccccc1OC (centres undefined)
1 | -1.1 | 3 | 4 | 2 | 5 | 1 | -3 | 0 | Cn1ncc2c(Nc3cccc(C(=O)O)c3)ncnc21
6 | -3.3 | 8 | -9 | 1 | 6 | -1 | 2 | 1 | O=C(Nc1ccccc1N1CCOCC1)c1cc(F)cc(F)c1
5 | -0.7 | 3 | 2 | 2 | 9 | -12 | -1 | 0 | CCCCc1ccc(N2C(=O)[C@@H]3C(CC(N)=O)NC4(C(=O)Nc5ccc(F)cc54)[C@@H]3C2=O)cc1 (some centres undefined)
2 | -0.5 | 0 | -4 | 3 | 12 | 5 | 2 | 0 | Cc1sc2nc(CSc3cccc(C(F)(F)F)c3)[nH]c(=O)c2c1C

Additional structures.
SMILES	M1 PAM	CRFR2-BP ag	CHRM5 agonist	CHRM1 antagonist	CHRM5 PAM	M4 PAM	CHRM4 antagonist	M5 antag	M4 ag
CC(=O)c1c(C(C)=O)c(C)n(-c2nc(-c3ccccc3)c(C)s2)c1C	10	0.6	-1	-11	4	7	-7	-5	2
O=C(CNc1ccccc1F)Nc1cccc2ccccc12	5	0.0	-2	-12	-2	-6	0	5	3
CC(C)CNc1oc(-c2ccc(F)cc2)nc1C#N	-2	-1.9	-2	-2	-6	-1	0	4	0
Cc1ccc(OCC(=O)Nc2ccc3oc(=O)ccc3c2)c(C)c1	2	-1.1	-1	-5	-9	-4	-1	6	6
Nc1ccc(C(=O)Oc2ccc([N+](=O)[O-])cc2)cc1	-5	-0.7	0	-1	-5	-8	8	10	1
O=C(NCc1ccccc1F)C1CCC(=O)N(Cc2ccc(Cl)cc2)C1 (centres undefined)	20	-0.4	-3	11	2	5	3	3	1
COc1ccc(N(C(C)C(=O)N/N=C/c2ccc(OC(C)C)cc2)S(C)(=O)=O)cc1 (centres undefined)	1	1.7	2	4	1	5	0	-3	3
NS(=O)(=O)c1ccc(NC(=O)c2cc(Cl)ccc2Cl)cc1	9	0.9	-3	-1	5	13	-4	-13	2
Cc1sc2nc(CN3CCCC3)nc(N3CCC(C(N)=O)CC3)c2c1C	4	0.7	-6	-3	7	31*	22	8	4
Cc1cc(Cl)c(C)c(S(=O)(=O)N2CCN(C(=O)C3CCCO3)CC2)c1Cl (centres undefined)	4	-0.8	-3	5	-24	1	4	21	1
COc1cccc(C=NNc2ccc([N+](=O)[O-])cn2)c1OC	15	4.2	1	-19	-1	4	-14	16	1
CC(C)C(C(=O)Nc1ccc2c(c1)OCCO2)N1C(=O)c2ccccc2C1=O (centres undefined)	6	-0.1	0	0	1	-6	-2	-4	0
CCc1ccc(-c2nc(SCC(=O)N3CCOCC3)n[nH]2)cc1	7	-2.1	-2	-5	6	15	-10	-8	2
O=S(=O)(c1cccc(C(F)(F)F)c1)N1CCC(CO)(CCCc2ccccc2)CC1	5	4.4	1	-14	5	-3	3	-4	5
Cc1ccc(N=C(N)N=C(N)N)cc1	1	-5.8	-3	2	-2	0	-4	18	1
CCc1nc2ccc(C(=O)NCc3cccs3)cn2c1N(C)Cc1nccs1	-7	.	1	7	-2	-1	-5	11	6
O=C(COC(=O)Cc1ccc(F)cc1)NCCc1ccccc1	10	-0.3	-1	6	-9	6	-14	-2	1
O=S(=O)(NCC1(N2CCOCC2)CCCCC1)c1ccccc1Cl	13	0.1	-2	-6	-8	1	-1	10	0
CC(C)NC(=O)Nc1ccc2c(c1)C(=O)N([C@@H](C)CO)C[C@H](C)[C@H](CN(C)S(=O)(=O)c1ccccc1)OCCCC[C@H](C)O2	7	-0.7	-2	-13	5	6	0	-1	-1
OC(CN1CCC(Cc2ccccc2)CC1)C(F)(F)F (centres undefined)	3	1.8	-2	-7	5	2	-7	-3	0
